Bioassay records deposited in PubChem by National Center for Advancing Translational Sciences (NCATS).
Vif-APOBEC3G blk: Vif-A3G binding inhibition; HeLa A3G-eYFP + Vif (tagged APOBEC3G with the HIV-1 protein that degrades it), YFP fluorescence, overnight; Potency, µM (doses to about 46.1 µM), without a hit: at the highest dose activity, negative = active, hits mostly inhibitors; 410,000 tested, 0.076% active;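 further: potency means the concentration at half of the fitted maximal effect; on the % scale 0 is the no-effect control and ±100 the full control effect; nearly all actives have a fitted effect of over 60% in size; hits raise eYFP signal because A3G escapes Vif-driven loss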
Target sequence (Q9HC16 whole entry, looked up): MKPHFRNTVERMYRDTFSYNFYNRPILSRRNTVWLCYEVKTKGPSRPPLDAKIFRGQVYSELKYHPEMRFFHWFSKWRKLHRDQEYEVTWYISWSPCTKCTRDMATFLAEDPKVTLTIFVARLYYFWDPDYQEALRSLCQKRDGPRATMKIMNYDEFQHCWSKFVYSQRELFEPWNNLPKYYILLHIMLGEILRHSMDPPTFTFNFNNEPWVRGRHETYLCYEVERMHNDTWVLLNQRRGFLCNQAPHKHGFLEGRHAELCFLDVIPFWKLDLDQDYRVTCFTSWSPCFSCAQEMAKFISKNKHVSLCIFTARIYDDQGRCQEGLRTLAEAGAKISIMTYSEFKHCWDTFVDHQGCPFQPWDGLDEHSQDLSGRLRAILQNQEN
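Read-out is eYFP fluorescence (Ex 488/Em 500-530) from Vif-expressing HeLa A3G-eYFP cells; more signal means A3G escaped Vif-mediated degradation. Cells plated overnight, compound pinned in, incubated overnight at 37 deg C.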
ERG Ets-DNA blk: blocks human ERG Ets domain binding to DNA. P11308. fluorescence polarization, His-ERG Ets domain / labelled DNA. Potency, µM (top dose mostly 76.9 µM), without a hit: at the highest dose FP activity, negative = inhibition, usual class: inhibitors. 370,000 tested, 0.028% active; active means well fitted inhibition curve with a large enough effect in the polarisation, with a control signal flat; inconclusive means small, poorly fitted or top-dose-only effect, or effect the other way, or a change in a side signal; inactive means no such curve, though single readings can be large or run the other way; the % refers to the polarisation;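 further: polarization taken with two DNA probes labelled with fluorescein and Texas red; potency means the concentration at half of the fitted maximal effect; % of control where 0% means no effect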
Target sequence (P11308 whole entry, looked up, the tested form may be a part): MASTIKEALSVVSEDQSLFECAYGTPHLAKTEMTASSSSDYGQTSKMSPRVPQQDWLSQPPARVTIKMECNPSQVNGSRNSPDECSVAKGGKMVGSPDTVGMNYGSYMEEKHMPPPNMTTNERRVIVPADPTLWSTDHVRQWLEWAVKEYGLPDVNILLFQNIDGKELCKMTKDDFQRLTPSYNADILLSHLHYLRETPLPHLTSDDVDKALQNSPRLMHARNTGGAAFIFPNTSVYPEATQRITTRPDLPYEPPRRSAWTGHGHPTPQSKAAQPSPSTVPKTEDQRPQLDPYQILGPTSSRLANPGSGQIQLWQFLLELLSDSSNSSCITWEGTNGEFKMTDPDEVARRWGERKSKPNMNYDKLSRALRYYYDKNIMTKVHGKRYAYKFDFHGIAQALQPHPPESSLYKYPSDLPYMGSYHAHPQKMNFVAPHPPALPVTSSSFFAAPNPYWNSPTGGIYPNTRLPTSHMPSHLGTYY
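His-tagged ERG Ets domain (1 uM in the protein solution; 300mM KCl, 50mM Tris-HCl, 1mM EDTA, 1mM DTT, pH 7.5) received compound, then a probe mix of 5 nM fluorescein-DNA and 100nM Texas-615-DNA. Fluorescence polarization was read for both dyes.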
Vif-APOBEC3F blk: inhibitors of Vif-A3F interaction; HeLa A3F-eYFP + Vif (tagged APOBEC3F with the HIV-1 protein that degrades it), YFP fluorescence increase; Potency, µM (highest dose often 46.1 µM), for the others: at the top dose activity, negative = active; 390,000 tested, 0.2% active; further: potency means the concentration at half of the fitted maximal effect; % of control where 0% means no effect; nearly all actives have a fitted effect of over 65% in size
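HeLa cells stably expressing Vif plus C-terminally eYFP-tagged A3F were seeded, incubated overnight at 37 deg C, dosed with compound, incubated overnight again at 37 deg C. Yellow fluorescence (Ex 488/Em 500-530) reported blocked Vif-mediated A3F-eYFP degradation.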
D2 antagonist: antagonists of human D2 dopamine receptor | P14416 | HEK293 TREx D2 cells, calcium flux, dopamine EC80 | inhibition, % at 10 µM | 340,000 tested, 2% active | AID 485344; in the data active means inhibition above about 30%; further: 0% is about no effect
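HEK293 T-REx D2 cells, tet-induced, calcium dye no-wash. Cpd pintool add, 180 s kinetic, then EC80 DA, 180 s kinetic. Ca flux read.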
D2 agonist: agonists of human D2 dopamine receptor | HEK293 T-REx D2 cells, calcium flux agonist mode | activation, % at 2 µM | P14416 | 340,000 tested, 0.53% active;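 active means activation over 3 SD above normal in the single-dose calcium agonist read, cut at about 30% in these data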; further: 0% is about no effect
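Tetracycline-induced HEK293 T-REx cells with force-coupled D2 receptor, plated overnight at 30 C, loaded with no-wash calcium dye. After a 10 s baseline, compound was pin-added and calcium flux read kinetically for 180 s; calcium rises flagged agonists.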
RGS4 inhibitor: inhibitors of human regulator of G protein signaling 4 | Transcreener GDP fluorescence polarization, RGS4-accelerated GTP hydrolysis | Potency, µM (top dose mostly 114 µM), for inactives: at the top dose activity change, negative = inhibition, most hits filed as inhibitors | 390,000 tested, 0.039% active; further: potency means the concentration at half of the fitted maximal effect; on the % scale 0 is the no-effect control and ±100 the full control effect; nearly all actives have a fitted effect of over 75% in size; some results filed as inactive show a strong effect at the top dose
Target sequence (P49798 whole entry, looked up): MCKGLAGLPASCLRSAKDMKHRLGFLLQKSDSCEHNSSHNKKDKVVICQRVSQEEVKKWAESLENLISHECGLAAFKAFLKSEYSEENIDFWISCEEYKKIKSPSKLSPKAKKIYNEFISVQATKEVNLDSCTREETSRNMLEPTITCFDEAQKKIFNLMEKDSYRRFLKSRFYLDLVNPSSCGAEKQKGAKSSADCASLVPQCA
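MLSMR compounds (23 nl, pin-transferred) preincubated 10 min at room temperature with a 500nM (2x) first reagent, then RGS4 at 900nM (2x) plus Transcreener GDP mix added; fluorescence polarization (620/688 nm) read before and after 90 min at 30 °C.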
12-LOX inh: inhibitors of human 12S-lipoxygenase ALOX12; Potency, µM (highest dose often 108 µM), without a hit: top-dose activity change, negative = inhibition, usual class: inhibitors; 580,000 tested, 1.1% active; purified 12hLO, xylenol orange hydroperoxide absorbance; P18054; AID 1671190; further: potency means the concentration at half of the fitted maximal effect; on the % scale 0 is the no-effect control and ±100 the full control effect
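Purified human 12hLO (150 nM final) in 25 mM Hepes, 0.01% Triton X-100, pH 7.0 was preincubated 15 min at room temperature with compound. Then 40 uM arachidonic acid was added, 30 min. Hydroperoxide was read by Fe-XO absorbance ratio 573/405 nm.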
GRP78 ERSR act: ER stress response induction in glioma; AID 602332; 420,000 tested, 0.02% active; Potency, µM, inactives show at the highest dose activation, usual class: activators; U87-MG GRP78 promoter luciferase reporter, 16 h; further: potency means the concentration at half of the fitted maximal effect; series mostly up to about 76 µM; % of control where 0% means no effect; nearly all actives have a fitted effect of over 35% in size
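ERSR induction read as luciferase luminescence (Bright-Glo, 10 min at room temperature) in stably transfected human U87-MG glioma cells exposed to compounds for 16 h, using GRP78 as sensor.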
LDHA inh: inhibitors of human lactate dehydrogenase A; purified LDHA, NADH/diaphorase-resazurin fluorescence; active compounds read low; activity change, % (values are at about 110 or 230 µM); 480,000 tested, 0.15% active; in the data active means activity change below about -30%; inconclusive means mostly about -25% to -30%;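 further: plate controls were DMSO wells for no effect and wells without enzyme for full effect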
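Enzyme activity of human lactate dehydrogenase 5 (2 nM; 0.06 mM NADH, 0.2 mM pyruvate, 5 min, RT) is measured via a resazurin/diaphorase fluorescence readout of residual NADH.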
Active calls of the source: *; ? = inconclusive; · = not tested or not shown; & = joins results of further samples; [ ] = another dose, or the depositor's remark. Unless noted, the call rests on the fitted dose curve; in most records, active means well fitted curve in the direction sought with a large enough effect; inconclusive means small, poorly fitted or top-dose-only effect, or another doubt; inactive means no such curve, though single readings can be large; an effect the other way counts as inactive or inconclusive.

SMILES	Vif-APOBEC3G blk	ERG Ets-DNA blk	Vif-APOBEC3F blk	D2 antagonist	D2 agonist	RGS4 inhibitor	12-LOX inh	GRP78 ERSR act	LDHA inh
Fc1ccc(Nc2nc(-c3ccc(F)cc3)c3c(n2)-c2ccccc2OC3)cc1	1%	-1%	-2%	·	0.7	?	7%	-2%	2
COc1ccc(C2C(C(=O)Nc3ccc(Cl)cc3)=C(C)Nc3nc(SCc4cccc(C)c4)nn32)cc1OC (stereo not drawn)	2%	-4%	2%	·	0.5	23%	?	-2%	-10
O=C(CN1C(=O)COc2ccccc21)NNC(=O)Nc1ccccc1F	1%	5%	0%	4	1.1	10%	-1%	-6%	-6
CC(=O)NC(CC(=O)OCC(=O)NCCc1ccccc1)c1ccccc1 (stereo not drawn)	-2%	-4%	2%	-5	0.0	-22%	0%	-3%	0
Cc1ccccc1N=C(NO)c1cccnc1	2%	-5%	8%	-2	0.7	28%	?	-1%	-3
CCc1ccccc1NC(=O)NC(C)c1ccc2c(c1)OCO2 (stereo not drawn)	2%	3%	1%	-19	-1.1	22%	397%[activator]	-1%	1
COc1ccc2[nH]c(=O)c(CN(CCc3ccccc3)Cc3nnnn3CC3CCCO3)cc2c1 (stereo not drawn)	0%	·	1%	-14	28	1%	-15%	3%	2
O=C1c2cccc3cccc(c23)C(=O)N1/N=C/c1ccc(O)cc1O	0%	3%	2%	-15	0.1	?	0%	-4%	-8
N#C/C(=C\c1ccc(O)cc1)C(=O)NCc1cccc(Cl)c1	-11%	6%	-13%	-4	-0.2	-1%	?	-1%	0
COC(=O)c1ccccc1C(=O)N1CCOCCOCCOCC1	2%	-12%	1%	·	·	15%	-22%	-3%	-7
COc1ccc(Cl)cc1NC(=O)Cn1c(=O)oc2cc(S(=O)(=O)N3CCCCCC3)ccc21	-4%	0%	?	·	0.3	-14%	?	-3%	-9
COc1ccccc1-c1csc(NC(=O)c2cc(-c3cccs3)nc3ccccc23)n1	-6%	1%	2%	15	-0.6	-5%	11%	0%	-4
C#CCOc1ccc(/C=C2/C(=O)ON=C2C)cc1Cl	-5%	25%	-5%	-5	0.1	?	8.9µM*	3%	-7
O=C1C2CC=C(Cl)CC2C(=O)N1CNc1ccccn1 (stereo not drawn)	2%	10%	-1%	11	0.1	32%	5%	-1%	2
COc1cccc2sc3ccc(C#CC4(O)CCCCC4)cc3c(=O)c12	-12%	1%	6%	7	-0.5	14%	-20%	-3%	-9
Cc1onc(-c2ccccc2Cl)c1C(=O)Nc1c(C)n(C)n(-c2ccccc2)c1=O	3%	·	-5%	6	-1.5	-3%	5%	-2%	-4
CC(=O)/C(=N/Nc1ccc(Br)cc1)N1CCCc2ccccc21	-9%	9%	14%	-8	0.1	-18%	82%[activator]	-4%	-5
CC1(C)CC(=O)c2cnc3c(C#N)cnn3c2C1	2%	-6%	4%	0	-0.9	-10%	-9%	-2%	-4
Cc1ccc(CN(C)Cc2cc(=O)oc3cc(C)c(Cl)cc23)cc1	0%	-12%	-6%	11	0.9	-2%	-18%	-3%	-1
O=C(COc1ccccc1)Nc1nc(-c2cccs2)cs1	-10%	-6%	·	-11	-0.3	-14%	-12%	-4%	0
O=C(NCc1ccccn1)C(=O)NN=C1CCCCCCCCCCC1	2%	6%	1%	-19	1.5	9%	10%	-2%	-3
COC(=O)c1c2c(nc3ccccc13)CCC2	-5%	-1%	-8%	11	-0.2	-29%	1%	-4%	-1
COc1ccc(Cl)c2sc(N3CCN(C(=O)C4=COCCO4)CC3)nc12	0%	3%	-7%	-6	-0.8	-7%	-25%	-2%	-7
O=C(CO/N=C/c1ccccc1O)NNC(=O)c1ccccc1Cl	2%	-4%	2%	-6	0.6	-1%	-18%	1%	15
O=C(Cn1ccc2ccccc2c1=O)Nc1ccc2c(c1)OCO2	1%	-1%	2%	0	-1.0	-43%	0%	-9%	2
O=C(NCc1cccs1)c1ccc(Cn2c(SCc3ccc(F)cc3)nc3cccnc32)cc1	1%	0%	11%	·	2.0	-7%	0%	1%	0
CCN(C(=O)C1=COCCO1)c1nc2c(C)cccc2s1	-2%	-2%	1%	-27	-0.4	-14%	-26%	9%	-6
O=C(NCc1ccc2c(c1)OCO2)c1cccc(S(=O)(=O)N2CCCCC2)c1	-1%	-8%	-16%	-3	0.0	-35%	12%	-6%	3
CNC(C)C#Cc1ccc2oc3cc(C)c(C)cc3c(=O)c2c1 (stereo not drawn)	-11%	12%	-2%	·	·	-51%	-20%	-8%	1
Cc1cccc(NC(=O)c2cnn3ccccc23)c1C	7%	-1%	0%	-7	0.9	-34%[11.4 µM]	-13%	2%	-2

Exported as a markdown table: part of the list above.
| SMILES | Vif-APOBEC3G blk | ERG Ets-DNA blk | Vif-APOBEC3F blk | D2 antagonist | D2 agonist | RGS4 inhibitor | 12-LOX inh | GRP78 ERSR act | LDHA inh |
| --- | --- | --- | --- | --- | --- | --- | --- | --- | --- |
| Cc1cccc(NC(=O)c2cnn3ccccc23)c1C | 7% | -1% | 0% | -7 | 0.9 | -34%[11.4 µM] | -13% | 2% | -2 |
| O=C(NCc1ccc2c(c1)OCO2)c1cccc(S(=O)(=O)N2CCCCC2)c1 | -1% | -8% | -16% | -3 | 0.0 | -35% | 12% | -6% | 3 |
| COC(=O)c1c2c(nc3ccccc13)CCC2 | -5% | -1% | -8% | 11 | -0.2 | -29% | 1% | -4% | -1 |
| CNC(C)C#Cc1ccc2oc3cc(C)c(C)cc3c(=O)c2c1 (stereo not drawn) | -11% | 12% | -2% | · | · | -51% | -20% | -8% | 1 |

Quoted at random: 2 records from the list, in no set order.
SMILES	Vif-APOBEC3G blk	ERG Ets-DNA blk	Vif-APOBEC3F blk	D2 antagonist	D2 agonist	RGS4 inhibitor	12-LOX inh	GRP78 ERSR act	LDHA inh
O=C(NCc1ccccn1)C(=O)NN=C1CCCCCCCCCCC1	2%	6%	1%	-19	1.5	9%	10%	-2%	-3
O=C(NCc1cccs1)c1ccc(Cn2c(SCc3ccc(F)cc3)nc3cccnc32)cc1	1%	0%	11%	·	2.0	-7%	0%	1%	0

Next part.
SMILES	Vif-APOBEC3G blk	ERG Ets-DNA blk	Vif-APOBEC3F blk	D2 antagonist	D2 agonist	RGS4 inhibitor	12-LOX inh	GRP78 ERSR act	LDHA inh
O=C(CN1CCCC1)N/N=C/c1ccc(-c2cccc(Cl)c2)o1	2%	2%	-1%	-35	0.1	-6%	28%	0%	-7
COc1ccc(NC(=O)c2cccc(OC(=S)N3CCOCC3)c2)cc1	1%	-8%	11%	-2	0.1	23%	-20%	-2%	-17
COc1ccc(C(=O)NCCCCc2ccccc2)cc1	1%	2%	-5%	·	·	9%	6%	-7%	-5
O=C(CSc1nnc(COc2ccccc2)n1Cc1ccco1)c1ccc(F)cc1	-4%	-5%	-1%	3	1.5	-18%	-13%	3%	-9
O=C(c1ccc(Br)c([N+](=O)[O-])c1)N1CCN(Cc2ccccc2)CC1	1%	8%	6%	-5	0.6	-3%	?	-4%	1
Cc1ccc(NS(=O)(=O)c2ccc3nc(-c4ccccc4)[nH]c3c2)c(Br)c1	2%	7%	-4%	·	0.6	1%	0%	-5%	-4
Cc1ccc(-c2csc(NC(=O)CN3CCOCC3)n2)cc1	-29%	-18%	-6%	-5	0.5	-6%	2%	6%	0
CC(=O)c1cccc(Nc2cc(C)nc3nc(-c4ccccc4C)nn23)c1	0%	-2%	6%	·	0.6	-31%	-12%	1%	-9
CCc1ccc(NS(=O)(=O)c2ccc(C(=O)N(C)C)s2)cc1	7%	0%	-3%	·	0.2	9%	-19%	-1%	-10
C#CCn1c(=NC(=O)c2ccc(S(=O)(=O)N3CCc4ccccc4C3)cc2)sc2cc(S(N)(=O)=O)ccc21	?	5%	?	10	2.0	-2%	·	-13%	-9
O=C(CSc1ccc2c(c1)OCCO2)NCC1CCCO1 (stereo not drawn)	1%	1%	0%	-12	-1.1	29%	0%	-6%	-9
Cc1ocnc1C(=O)Nc1ccc(Cl)cc1	-1%	-2%	-8%	4	-0.8	-9%	-21%	-2%	0
CCC(C)(C)NC(=O)C1CCN(S(=O)(=O)c2ccc3c(c2)CCCN3C(C)=O)CC1	3%	0%	-14%	·	-0.5	7%	-22%	-5%	-5
O=C(CN1C(=O)NC2(CCCC2)C1=O)NCCN1C(=O)S/C(=C\c2ccccc2F)C1=O	2%	-7%	-14%	2	0.3	-25%	3%	3%	-8
CCOc1ccc2nc(Nc3nc(CSc4nnnn4-c4ccccc4)cc(=O)[nH]3)nc(C)c2c1	-1%	2%	7%	-4	-0.5	10%	-16%	-1%	2
c1ccc2[nH]c(-c3ccnc4ccccc34)nc2c1	-14%&0%	3%&-8%	-4%&1%	-10&-18	0.2&-1.4	8%&-3%	?	6%&-4%	-3&0
COc1cc2c(cc1NC(=O)/C=C/c1cc(OC)c(OC)c(OC)c1)oc1ccccc12	-5%	3%	5%	-4	2.7	-9%	-25%	-3%	1
CC(C)(C)c1ccc(CC(=O)N2CCC2(C)C(=O)NS(=O)(=O)c2cccc(F)c2)cc1 (stereo not drawn)	-5%	·	·	·	·	·	?	-3%	1
O=[N+]([O-])c1cccc(S(=O)(=O)N/N=C\c2ccc3c(c2)OCO3)c1	-5%	-4%	-1%	-16	1.1	15%	492%[activator]	13%	1
S=c1[nH]nc(COc2cccc3ccccc23)n1Cc1ccccc1	-8%	-9%	-28%	11	0.5	-5%	?	-7%	-3

These rows are one share of the data; rates above refer to the full screens.
